High-throughput results (PubChem BioAssay)
S1P4 antagonist = human S1P4 receptor antagonism | S1P4-expressing cells, antagonist mode, reporter read-out | hit rate 0.26% among 220,000 | O95977 | inhibition, % at 4.98 µM; in the data active = inhibition above about 29%;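 note: 0% = wells stimulated with agonist and 100% = vehicle wells without agonist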
EP2 mod = modulators of human EP2 prostaglandin E2 receptor | EP2-expressing cells, cAMP HTRF FRET, PGE2 co-stimulation | induction, % at 25 µM | hit rate 0.83% among 260,000 | AID 940;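 active = compounds whose cAMP rise, as percent of the full-agonist control response, exceeds 60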;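 note: rat C6 glioma line stably carrying human EP2 under a CMV promoter; the protocol text gives 20 µM as final concentration; 100% = response of wells given 1 µM PGE2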
Target sequence (P43116 whole entry, looked up): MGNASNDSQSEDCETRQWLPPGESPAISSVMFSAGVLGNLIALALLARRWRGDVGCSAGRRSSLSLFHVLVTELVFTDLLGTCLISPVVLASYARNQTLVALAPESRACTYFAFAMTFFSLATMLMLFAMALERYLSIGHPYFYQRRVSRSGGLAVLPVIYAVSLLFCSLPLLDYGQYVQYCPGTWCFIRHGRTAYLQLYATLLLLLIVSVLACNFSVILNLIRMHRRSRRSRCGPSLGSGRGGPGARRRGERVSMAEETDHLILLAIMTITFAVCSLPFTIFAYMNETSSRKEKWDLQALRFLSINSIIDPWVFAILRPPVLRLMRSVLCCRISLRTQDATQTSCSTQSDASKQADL
S1P4 ag = agonists of human S1P4 receptor | S1P4-expressing cell line, agonist reporter assay | activation, % at 4.98 µM | hit rate 0.35% among 220,000 | AID 1509; in the data active = activation above about 11%;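 note: 0% = DMSO vehicle and 100% = reference agonist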
CHOP inhibitor = CHOP inhibition in unfolded protein response | CHO-K1 CHOP-promoter luciferase, tunicamycin-induced, 15-18 h | inhibition, % at 10 µM | hit rate 3.8% among 220,000;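 active = compounds that reduced the stress-induced luciferase reporter signal by more than about 70% of percent inhibition, limit read from the data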;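 note: 0% = tunicamycin plus vehicle and 100% = wells without tunicamycin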
NPY1 pot ag = potentiates or activates human NPY-Y1 receptor | P25929 | NPY-Y1 expressing cells, potentiator/agonist activation | activation, % at 3.6 µM | hit rate 0.37% among 220,000; in the data active = activation above about 33%, passing the limit was not always enough;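 note: cells stimulated with NPY at EC10 then isoproterenol at EC100; 0% = low agonist plus stimulus and 100% = saturating agonist plus stimulus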
NPY Y1 blocker = blocks the human neuropeptide Y Y1 receptor; P25929; HEK293-CNG Y1 cells, membrane potential fluorescence; NPY at EC95, then isoproterenol; inhibition, % at 3.6 µM; hit rate 1% among 200,000;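 active = inhibition above the campaign mean inhibition of all tested compounds plus 3 SD, cut at about 20% in these data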;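 note: 0% = DMSO wells given NPY plus isoproterenol and 100% = isoproterenol alone without NPY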
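Material: Y1- and CNG-channel-expressing HEK293 cells / Probe or stimulus: NPY 25 nM then isoproterenol 1 µM plus Ro 20-1724 25 µM / Doses: 3.6 µM single dose, DMSO 0.4% / Schedule: compound incubation 1 h at room temperature, readout 45 min post-stimulation / Signal: membrane potential fluorescence / Benchmarks: isoproterenol-only wells as full block versus NPY-plus-isoproterenol wells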
TRPN1 ag = activates the zebrafish TRPN1 channel; HEK293 zebrafish TRPN1-YFP, Fluo-8 calcium fluorescence; 100% = response to 87 µM carbachol; activation, % at 3 µM; hit rate 0.18% among 220,000; AID 1424;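 active = activation above its plate's cutoff, the mean activation of test wells on that plate plus 3 SD, cut at about 19% in these data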;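 note: 0% = DMSO alone and 100% = 87 µM carbachol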
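Control set: carbachol 87 µM as high control, DMSO as low control; system: HEK293 stable line with zebrafish TRPN1-YFP; read-out: % activation versus carbachol response; detection: intracellular calcium fluorescence with Fluo-8; doses: single test compound dose, 3 µM nominal, 0.3% DMSO; schedule: dye 1 h 37 °C plus 30 min RT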
TRPML3 ag = human mucolipin-3 channel agonism. activation, % at 3 µM. Q8TDD5. hit rate 0.29% among 220,000. HEK293 TRPML3-YFP, Fluo-8 calcium fluorescence; 100% = the carbachol control signal;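 active = activation above its plate's cutoff, the mean activation of the plate's test wells plus 3 SD, cut at about 12% in these data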;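 note: 0% = DMSO only wells and 100% = carbachol wells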
Target sequence (Q8TDD5 whole entry, looked up): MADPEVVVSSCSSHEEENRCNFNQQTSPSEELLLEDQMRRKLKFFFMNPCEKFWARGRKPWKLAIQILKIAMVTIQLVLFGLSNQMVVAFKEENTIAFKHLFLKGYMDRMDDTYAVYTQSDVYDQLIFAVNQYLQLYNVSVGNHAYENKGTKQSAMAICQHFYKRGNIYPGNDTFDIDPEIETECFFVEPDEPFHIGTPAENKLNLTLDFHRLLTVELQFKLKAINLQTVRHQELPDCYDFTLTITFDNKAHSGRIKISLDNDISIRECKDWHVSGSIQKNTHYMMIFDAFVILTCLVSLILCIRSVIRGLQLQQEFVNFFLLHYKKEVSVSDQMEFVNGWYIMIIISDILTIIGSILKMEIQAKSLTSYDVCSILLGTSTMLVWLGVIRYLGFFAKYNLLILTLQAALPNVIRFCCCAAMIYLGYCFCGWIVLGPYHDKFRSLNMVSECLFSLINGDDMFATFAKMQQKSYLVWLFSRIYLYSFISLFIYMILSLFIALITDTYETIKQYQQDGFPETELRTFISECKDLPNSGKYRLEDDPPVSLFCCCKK
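system = HEK293 cells stably carrying human TRPML3-YFP | doses = one concentration, 3 µM nominal, 0.3% DMSO | timing = dye loading 1 h 37 °C then 30 min ambient, 125 s read | detection = Fluo-8 calcium dye fluorescence, ex 470-495, em 515-575 nm | benchmarks = high control carbachol 87 µM, low control DMSO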
NPY2 pot ag = human NPY-Y2 potentiation or agonism, primary screen; AID 1359; P49146; cells expressing NPY-Y2, potentiator/agonist read-out; activation, % at 3.6 µM; hit rate 0.45% among 220,000; in the data active = activation above about 27%;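 note: cells stimulated with NPY near EC25 plus isoproterenol at EC100; 0% = vehicle plus submaximal agonist and 100% = vehicle plus saturating agonist; some results beyond the cut were filed as inactive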
An asterisk follows results filed as active; & = joins results of further samples.

Screening O=C(O)c1ccc(NCc2nc3ccccc3n2Cc2ccccc2)cc1 returned S1P4 antagonist 3, EP2 mod 27, S1P4 ag -0.7, CHOP inhibitor -11, NPY1 pot ag 10, TRPN1 ag 0.1, TRPML3 ag -0.2 and NPY2 pot ag -9.
`CCCc1n(CC(O)COCC2CC=CCC2)c2ccccc2[n+]1C` (stereo not drawn) gave S1P4 antagonist 4, EP2 mod 3, S1P4 ag -1.0, CHOP inhibitor 10, NPY1 pot ag 18, NPY Y1 blocker 6, TRPN1 ag -1.4, TRPML3 ag 0.6 and NPY2 pot ag -23.
O=C(CCN1CCN(c2ccccc2)CC1)N/N=C/c1ccc([N+](=O)[O-])o1 was read as S1P4 antagonist -13, EP2 mod 0, S1P4 ag -1.4, CHOP inhibitor 4, NPY1 pot ag 1, NPY Y1 blocker 0, TRPN1 ag 1.3, TRPML3 ag 1.1 and NPY2 pot ag -14.
Screening CS(=O)(=O)N(CC(=O)N1CCCC1)Cc1ccccc1 returned S1P4 antagonist 10, EP2 mod -15, S1P4 ag -1.6, CHOP inhibitor 51, NPY1 pot ag -7, NPY Y1 blocker 1, TRPN1 ag 3.0, TRPML3 ag 0.8 and NPY2 pot ag -10.
For COCC(=O)n1nc(-c2ccc(C)cc2)nc1NCc1ccc(F)cc1 the results were S1P4 antagonist -7, EP2 mod 23, S1P4 ag 0.3, CHOP inhibitor 56, NPY1 pot ag 3, NPY Y1 blocker -2, TRPN1 ag -2.4, TRPML3 ag -1.3 and NPY2 pot ag 0.
CCC1CCC(C(=O)NNC(=O)OC)CC1 (stereo not drawn) was read as S1P4 antagonist -21, EP2 mod 15, S1P4 ag 1.2, CHOP inhibitor 5, NPY1 pot ag -17, NPY Y1 blocker 4, TRPN1 ag -0.5, TRPML3 ag 0.9 and NPY2 pot ag -7.
For COc1nc(N(C)C)nc(N(C#N)CCOC(C)=O)n1 the results were S1P4 antagonist -15, EP2 mod -2&0, S1P4 ag 1.2, CHOP inhibitor 8, NPY1 pot ag 3, NPY Y1 blocker 0, TRPN1 ag 0.3, TRPML3 ag -0.1 and NPY2 pot ag -2.
For Cc1nnc(SCc2ccc(Cl)cc2)n1CC1CCCO1 (stereo not drawn) the results were S1P4 antagonist -16, EP2 mod 9&-23, S1P4 ag 0.8, CHOP inhibitor -22, NPY1 pot ag 13, NPY Y1 blocker 4, TRPN1 ag 2.0, TRPML3 ag 0.5 and NPY2 pot ag -5.
O=C(O)CNC(=S)N(Cc1ccccc1)Cc1cccnc1 was read as S1P4 antagonist -5, EP2 mod 8, S1P4 ag -0.2, CHOP inhibitor 1, NPY1 pot ag -5, NPY Y1 blocker 8, TRPN1 ag -0.3, TRPML3 ag 0.4 and NPY2 pot ag 7.
For CC1(C)CC2CC(C)(CN2C(=O)COc2cccc3ccccc23)C1 (stereo not drawn) the results were S1P4 antagonist 3, EP2 mod -23, S1P4 ag -1.2, CHOP inhibitor 91*, NPY1 pot ag -8, NPY Y1 blocker 6, TRPN1 ag -1.3, TRPML3 ag 0.3 and NPY2 pot ag 14.
For C=CCN(C)NC(=O)Nc1ccccc1 the results were S1P4 antagonist -15, EP2 mod -5, S1P4 ag -1.1, CHOP inhibitor -1, NPY1 pot ag 2, NPY Y1 blocker 9, TRPN1 ag 1.1, TRPML3 ag 0.8 and NPY2 pot ag -13.
Cc1ccnc2nc(C(=O)Nc3ccc(N4CCOCC4)cc3)nn12 was read as S1P4 antagonist -16, EP2 mod 13, S1P4 ag -1.0, CHOP inhibitor 42, NPY1 pot ag -8, NPY Y1 blocker 3, TRPN1 ag 0.4, TRPML3 ag 0.5 and NPY2 pot ag 6.
For COc1ccc2c(c1)CCC(C)N2C(=O)C(=O)c1c[nH]c2ccccc12 (stereo not drawn) the results were S1P4 antagonist 6, EP2 mod 28, S1P4 ag 1.0, CHOP inhibitor 14, NPY1 pot ag 6, TRPN1 ag 4.3, TRPML3 ag 2.0 and NPY2 pot ag -4.
For Clc1nc2c(ccc3ccccc32)[nH]1 the results were S1P4 antagonist -7, EP2 mod -70, S1P4 ag 1.7, CHOP inhibitor -9, NPY1 pot ag 8, TRPN1 ag 1.6, TRPML3 ag 0.7 and NPY2 pot ag 1.
CC(=O)c1c(OC(=O)c2ccccc2Br)ccc2c(C)cc(=O)oc12 was read as S1P4 antagonist -14, EP2 mod 37, S1P4 ag 1.9, CHOP inhibitor 19, NPY1 pot ag -2, NPY Y1 blocker 4, TRPN1 ag -0.5, TRPML3 ag 0.3 and NPY2 pot ag 8.
`CCCc1noc2c1/C(=N\O)CC(CC(C)SCC)C2` (stereo not drawn) gave S1P4 antagonist 1, EP2 mod 39, S1P4 ag 2.5, CHOP inhibitor 29, NPY1 pot ag -39, NPY Y1 blocker 17, TRPN1 ag -1.6, TRPML3 ag -0.3 and NPY2 pot ag -17.
COc1ccc(NC(=O)CN2c3cccc4cccc(c34)S2(=O)=O)c(OC)c1 was read as S1P4 antagonist 11, EP2 mod -6, S1P4 ag 0.1, CHOP inhibitor 14, NPY1 pot ag -8, NPY Y1 blocker 0, TRPN1 ag -1.0, TRPML3 ag -0.2 and NPY2 pot ag -3.
CCOc1ccc(OCCSc2nc(-c3ccccc3)cc(=O)[nH]2)cc1 was read as S1P4 antagonist -5, EP2 mod 41, S1P4 ag 1.0, CHOP inhibitor 45, NPY1 pot ag 12, NPY Y1 blocker 3, TRPN1 ag -0.8, TRPML3 ag 1.2 and NPY2 pot ag -2.
`S=c1[nH]nc(Cn2nnc3ccccc32)n1-c1ccc(Cl)cc1` gave S1P4 antagonist 1, EP2 mod 23, S1P4 ag 0.4, CHOP inhibitor -13, NPY1 pot ag 7, NPY Y1 blocker 4, TRPN1 ag -0.5, TRPML3 ag 0.4 and NPY2 pot ag -4.
COc1ccc(N(C(=O)c2ccco2)C(C(=O)NC2CCCC2)c2cccs2)cc1OC (stereo not drawn) was read as S1P4 antagonist -22, EP2 mod 20&23, S1P4 ag 0.9, CHOP inhibitor -17, NPY1 pot ag -20, NPY Y1 blocker 3, TRPN1 ag 0.1, TRPML3 ag 0.6 and NPY2 pot ag -2.

Part of the list above in order of count of non-hydrogen atoms, low to high:
Screening CS(=O)(=O)N(CC(=O)N1CCCC1)Cc1ccccc1 returned S1P4 antagonist 10, EP2 mod -15, S1P4 ag -1.6, CHOP inhibitor 51, NPY1 pot ag -7, NPY Y1 blocker 1, TRPN1 ag 3.0, TRPML3 ag 0.8 and NPY2 pot ag -10.
O=C(O)CNC(=S)N(Cc1ccccc1)Cc1cccnc1 was read as S1P4 antagonist -5, EP2 mod 8, S1P4 ag -0.2, CHOP inhibitor 1, NPY1 pot ag -5, NPY Y1 blocker 8, TRPN1 ag -0.3, TRPML3 ag 0.4 and NPY2 pot ag 7.
`S=c1[nH]nc(Cn2nnc3ccccc32)n1-c1ccc(Cl)cc1` gave S1P4 antagonist 1, EP2 mod 23, S1P4 ag 0.4, CHOP inhibitor -13, NPY1 pot ag 7, NPY Y1 blocker 4, TRPN1 ag -0.5, TRPML3 ag 0.4 and NPY2 pot ag -4.
For CC1(C)CC2CC(C)(CN2C(=O)COc2cccc3ccccc23)C1 (stereo not drawn) the results were S1P4 antagonist 3, EP2 mod -23, S1P4 ag -1.2, CHOP inhibitor 91*, NPY1 pot ag -8, NPY Y1 blocker 6, TRPN1 ag -1.3, TRPML3 ag 0.3 and NPY2 pot ag 14.
For COCC(=O)n1nc(-c2ccc(C)cc2)nc1NCc1ccc(F)cc1 the results were S1P4 antagonist -7, EP2 mod 23, S1P4 ag 0.3, CHOP inhibitor 56, NPY1 pot ag 3, NPY Y1 blocker -2, TRPN1 ag -2.4, TRPML3 ag -1.3 and NPY2 pot ag 0.

(further entries)
Screening CCc1ccc(C2=CC(c3cc(Br)ccc3F)n3ncnc3N2)cc1 (stereo not drawn) returned S1P4 antagonist 2, EP2 mod -41, S1P4 ag -1.9, CHOP inhibitor 38, NPY1 pot ag 6, NPY Y1 blocker 5, TRPN1 ag -0.1, TRPML3 ag 0.5 and NPY2 pot ag 4.
CCN(CC)c1ccc(C(=O)OCC(=O)NC(C)(C)C)cc1 was read as S1P4 antagonist -17, EP2 mod 6, S1P4 ag -1.0, CHOP inhibitor -5, NPY1 pot ag 16, TRPN1 ag 0.3, TRPML3 ag -0.3 and NPY2 pot ag 4.
For CCCCc1c(O)n2c(nc3ccccc32)[nH]c1=O the results were S1P4 antagonist 7, EP2 mod 19, S1P4 ag -1.6, CHOP inhibitor 21, NPY1 pot ag -2, NPY Y1 blocker 3, TRPN1 ag -0.9, TRPML3 ag 0.8 and NPY2 pot ag 0.
For Cc1ccc(NC(=O)C(=O)NN)cc1 the results were S1P4 antagonist -3, EP2 mod 3, S1P4 ag -1.9, CHOP inhibitor -3, NPY1 pot ag 26, TRPN1 ag 0.4, TRPML3 ag 0.7 and NPY2 pot ag -15.
Screening O=C(CSc1nc2ccccc2s1)NNC(=S)Nc1ccccc1 returned S1P4 antagonist -9, EP2 mod -7, S1P4 ag 0.1, CHOP inhibitor -7, NPY1 pot ag 2, NPY Y1 blocker 5, TRPN1 ag -0.8, TRPML3 ag 0.3 and NPY2 pot ag 6.
Screening S=C(Nc1ccc2c(c1)OCO2)Nc1ccc2c(c1)OCO2 returned S1P4 antagonist 7, EP2 mod -16, S1P4 ag 2.0, CHOP inhibitor 20, NPY1 pot ag 0, NPY Y1 blocker -1, TRPN1 ag 0.5, TRPML3 ag 0.8 and NPY2 pot ag 3.
For O=C(CC1CCCC1)Nc1nc2ccccc2[nH]1 the results were S1P4 antagonist 7, EP2 mod 9, S1P4 ag -1.2, CHOP inhibitor 38, NPY1 pot ag 5, NPY Y1 blocker -1, TRPN1 ag 0.3, TRPML3 ag 0.0 and NPY2 pot ag 13.
`COc1cc(C2/C(=C(/O)c3ccccc3)C(=O)C(=O)N2c2ccccn2)ccc1O` (stereo not drawn) gave S1P4 antagonist -2, EP2 mod 24, S1P4 ag 0.7, CHOP inhibitor -5, NPY1 pot ag 4, NPY Y1 blocker -4, TRPN1 ag 0.7, TRPML3 ag 0.8 and NPY2 pot ag -5.
Screening CC(=O)N(Cc1ccco1)C1(C(=O)NC2CCCC2)CCCCC1 returned S1P4 antagonist -11, EP2 mod 26, S1P4 ag -1.8, CHOP inhibitor 0, NPY1 pot ag 19, NPY Y1 blocker 10, TRPN1 ag -0.9, TRPML3 ag 0.7 and NPY2 pot ag 12.
For Cc1ccc(C)c(-n2c(CNc3ccc(F)cc3)nnc2SCC(N)=O)c1 the results were S1P4 antagonist -7, EP2 mod 9, S1P4 ag 0.8, CHOP inhibitor -8, NPY1 pot ag 6, NPY Y1 blocker -2, TRPN1 ag 1.4, TRPML3 ag 0.5 and NPY2 pot ag -1.
